Screening data as filed in PubChem BioAssay.
LmPK inhibitor – qHTS Assay for Inhibitors of Leishmania Mexicana Pyruvate Kinase (LmPK); hit rate 0.37% among 290,000; purified LmPK, Kinase-Glo ATP luminescence, 1 h; Potency, µM (top dose mostly 57.5 µM), for the others: at the top dose activity change, negative = inhibition, usual class: inhibitors; AID 1721, 2009
Target sequence (Q27686 whole entry, looked up): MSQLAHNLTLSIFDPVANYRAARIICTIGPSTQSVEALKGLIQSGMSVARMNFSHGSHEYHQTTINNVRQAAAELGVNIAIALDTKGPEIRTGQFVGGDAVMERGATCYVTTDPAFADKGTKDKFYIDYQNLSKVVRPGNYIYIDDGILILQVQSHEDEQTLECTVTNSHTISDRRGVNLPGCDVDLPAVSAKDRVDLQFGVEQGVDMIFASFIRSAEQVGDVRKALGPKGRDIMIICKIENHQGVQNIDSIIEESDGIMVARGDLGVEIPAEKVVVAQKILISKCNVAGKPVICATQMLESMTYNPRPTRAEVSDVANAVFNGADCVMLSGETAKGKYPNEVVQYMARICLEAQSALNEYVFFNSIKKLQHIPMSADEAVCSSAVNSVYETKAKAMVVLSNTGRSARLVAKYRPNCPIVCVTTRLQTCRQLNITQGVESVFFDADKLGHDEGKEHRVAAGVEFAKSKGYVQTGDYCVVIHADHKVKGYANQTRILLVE
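qHTS format; LmPK 0.1 nM; substrates PEP 0.5 mM and ADP 0.1 mM. One-hour room-temperature incubation, then coupled luciferase luminescence; 0.5 nM enzyme wells mark activation.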
Pf growth 96h – Primary qHTS for delayed death inhibitors of the malarial parasite plastid, 96 hour incubation; P. falciparum luciferase reporter growth, 96 h; Potency, µM (series often up to 28.7 µM), inactives show at the top dose activity change, negative = inhibition, most hits filed as inhibitors; hit rate 6.9% among 320,000
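Plates of compound plus infected erythrocytes (2% hematocrit, 0.05% parasitemia final) incubate 96 hours, 37 C, 5% CO2. Detection reagent added; reduced luminescence from the parasites' luciferase reporter flags inhibition.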
TbPYK inhibitor – qHTS of Trypanosoma Brucei Inhibitors | TbPYK enzyme, Kinase-Glo Plus ATP luminescence, 45 min | pyruvate kinase (Trypanosoma brucei), Q57TT1 | AID 624173, 2012 | hit rate 0.12% among 410,000 | Potency, µM (doses to about 76.8 µM), for the others: at the top dose activity, negative = inhibition, usual class: inhibitors; further: nearly all actives have a fitted effect of over 50% in size
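Enzyme and substrate buffer are dispensed first and compound is pin-transferred. ADP at 130 uM final then starts the reaction, which runs 45 min at room temperature. Detection reagent is added for 10 min before luminescence is imaged.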
HCV inh – qHTS Assay for Inhibitors of Hepatitis C Virus (HCV); Huh7.5.1 HCVcc-Cre infection, luciferase reporter, 44 h; Potency, µM (series often up to 41.8 µM), for the others: at the top dose activity change, negative = inhibition, most hits filed as inhibitors; hit rate 3.4% among 340,000
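Antiviral activity was scored by luciferase reporter output from cells infected with HCVcc-Cre (~0.5 moi) in presence of compound, 44 h infection period, cells seeded 1,000/well 4 h prior.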
Pf growth 48h – Primary qHTS for delayed death inhibitors of the malarial parasite plastid, 48 hour incubation. P. falciparum luciferase growth in erythrocytes, 48 h. Potency, µM (highest dose often 28.7 µM), inactives show at the top dose activity change, negative = inhibition, actives largely listed as inhibitors. hit rate 5.9% among 310,000. AID 504832, 2011
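Read-out is firefly luciferase luminescence from an integrated reporter in P. falciparum, so falling signal marks reduced parasite growth. Infected erythrocytes were at 2% hematocrit and 0.1% parasitemia (final) in Albumax-supplemented RPMI 1640.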
Sm TGR block – qHTS Assay for the Inhibitors of Schistosoma Mansoni Peroxiredoxins; Schistosoma mansoni thioredoxin glutathione reductase (TGR), Q962Y6; purified TGR, DTNB reduction, TNB absorbance 405 nm; Potency, µM (series often up to 114 µM), for inactives: at the top dose activity change, negative = inhibition, usual class: inhibitors; hit rate 3% among 360,000; further: nearly all actives have a fitted effect of over 60% in size
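First, TGR (20 nM dispensed) and NADPH were mixed with compound. Second, a 15 min room-temperature incubation followed. Third, further NADPH and then DTNB were added to start the reaction. Finally, TNB absorbance was monitored kinetically.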
* = called active by the depositor; u = inconclusive; x = no result given; & = joins results of further samples; [ ] = another dose, or the depositor's remark. The call rests on the fitted dose curve; in most records, active means well fitted curve in the direction sought with a large enough effect; inconclusive means small, poorly fitted or top-dose-only effect, or another doubt; inactive means no such curve, though single readings can be large; an effect the other way counts as inactive or inconclusive. On the % scale 0 is the no-effect control and ±100 the full control effect; potency means the concentration at half of the fitted maximal effect.

Results follow in this order: LmPK inhibitor	Pf growth 96h	TbPYK inhibitor	HCV inh	Pf growth 48h	Sm TGR block
O=C(c1cnn2c1NC(c1ccco1)CC2C(F)(F)F)N1CCN(c2cccc(Cl)c2)CC1 (configuration not stated)
→ -3%	x	-6%	10µM*	u	u
N/C(Cn1cncn1)=N\NC(=O)C(=O)Nc1cccc(C(F)(F)F)c1
→ 0%	39%[activator]	1%	23%	12%	-4%
COCCNC(=S)N(CCc1c(C)[nH]c2ccc(F)cc12)Cc1ccc(C)cc1
→ -9%	0%	0%	14µM*	u	0%
Cc1ccc(S(=O)(=O)N(C)Cc2ccc(-c3nnco3)cc2)cc1
→ 6%	53%[activator]	2%	9%	34%[activator]	-6%
COc1ccc(CC(NC(C)=O)C(=O)NC2CCN(C(=O)c3cnccn3)CC2)cc1 (configuration not stated)
→ -4%	358%[activator]	-6%	21%	63%[activator]	4%
O=C(CCNC(=O)c1ccc([N+](=O)[O-])cc1)NCCC1=CCCCC1
→ x	-12%	-3%	-5%[8.37 µM]	-5%	5%
COc1ccccc1C(=O)N1CC(=O)Nc2ccc(F)cc2C1c1ccccc1 (configuration not stated)
→ 1%	20%	-7%	-3%	u	-9%
O=C(COc1ccccc1)N1CCN(CC2CC3C=CC2C3)CC1 (configuration not stated)
→ -5%	-16%	7%	-16%	1%	3%
CC1(C)CC(NC(=O)c2ccc(Cl)cc2)CC(C)(C)N1
→ -2%	78%[activator]	-3%	-22%	4%	-20%
Cc1ccc(SCC(=O)OCC(=O)NCC2CCCCC2)cc1C
→ x	-1%	-1%	31%[activator]	-9%	-9%

Full records from above. Screens in order: LmPK inhibitor, Pf growth 96h, TbPYK inhibitor, HCV inh, Pf growth 48h, Sm TGR block
O=C(c1cnn2c1NC(c1ccco1)CC2C(F)(F)F)N1CCN(c2cccc(Cl)c2)CC1 (configuration not stated) is listed as -3%, x, -6%, 10µM*, u, u
Cc1ccc(S(=O)(=O)N(C)Cc2ccc(-c3nnco3)cc2)cc1 is listed as 6%, 53%[activator], 2%, 9%, 34%[activator], -6%
COc1ccccc1C(=O)N1CC(=O)Nc2ccc(F)cc2C1c1ccccc1 (configuration not stated) is listed as 1%, 20%, -7%, -3%, u, -9%
CC1(C)CC(NC(=O)c2ccc(Cl)cc2)CC(C)(C)N1 is listed as -2%, 78%[activator], -3%, -22%, 4%, -20%

Continued:
Results follow in this order: LmPK inhibitor	Pf growth 96h	TbPYK inhibitor	HCV inh	Pf growth 48h	Sm TGR block
COc1ccc([N+](=O)[O-])cc1NC(=O)COC(=O)c1ccccc1O
→ 6%	38%[activator]	1%	u	2%	-11%
COc1ccccc1Nc1nnc(C)c(=O)[nH]1
→ 0%	-8%	1%	17%	x	-2%
Cc1ccc2nc(-c3ccccc3Cl)cc(C(=O)Nc3cc(C)on3)c2c1
→ 5%	x	1%	13µM*	u	-4%
C=CCOc1ccc(C(=O)n2cc(C(=O)OC)c3ccccc32)cc1
→ -1%	u	-2%	-11%	22%	13%
CN(C)CCNC(=S)Nc1ccc(Cl)cc1
→ 4%	16%	-4%	-11%	11%	6%
O=C(O)CN(c1ccc2c(c1)OCCO2)S(=O)(=O)c1ccccc1
→ -2%	x	-4%	18%	12%	2%
O=C(NCCCN1CCCC1=O)c1cc2nc(-c3ccco3)cc(C(F)(F)F)n2n1
→ 0%	21%	5%	-7%	-2%	-35%
Cc1cc(C=C2C(=O)N(C)C(=S)N(C)C2=O)c(C)n1-c1cccnc1
→ 0%	u	u	9%	-18%	u
Cc1ccc(NC(=O)c2cc(=O)[nH]c3ccccc23)cc1
→ 0%	7%	4%	16%	-1%	5%
CC1=N/C(=C\c2ccc(OC(C)C)cc2)C(=O)N1c1ccc(C(=O)O)cc1
→ -1%	u	4%	-20%	-12%	1%
COc1ccc(C(=O)NC(=S)NC(C)C)cc1Br
→ 0%	u	-5%	u	-3%	16µM*
CC(CN1CCCCC1)OC(=O)c1ccc2c(c1)OCCO2 (configuration not stated)
→ -3%	0%	2%	6%	35%[activator]	9%
N#Cc1ccc2c(c1)C[C@]1(CCCCN3C(=O)c4ccccc4C3=O)Oc3c(c(=O)oc4ccccc34)C2O1
→ 0%[11.5 µM]	-19%[5.75 µM]	x	x	1.7µM*	2%[22.9 µM]
CCc1nn(-c2cc(Cl)ccc2OC)c2c1C(=O)CCC2
→ 0%	u	-1%	14µM*	5%	10%
CC/C(C)=N\N=C\c1c(O)n(CC)c2cc(C3=NNC(=O)CC3)ccc12
→ 3%	10µM*	0%	-12%	u	u
COc1ccc2c(CC(=O)N3CCc4cc(OC)c(OC)cc4C3)coc2c1
→ 0%	u	-4%	0%	u	-6%
Cn1cnnc1SC(C(=O)Nc1cc(Cl)cc(Cl)c1)c1ccccc1 (configuration not stated)
→ 10%	-4%	2%	10%	-16%	-7%
O=C(Cn1cc(C(=O)C2CC2)c2ccccc21)NCc1ccccc1
→ 12%	18%	-5%	u	-23%	-6%
CCOc1ccc(Nc2c3ccccc3nc3ccccc23)cc1
→ 0%	2.1µM*	2%	4µM*	2.9µM*	4%
COc1ccc(C(=O)NC(CC(C)C)C(=O)O)cc1OC (configuration not stated)
→ 6%	40%	0%	21%	x	-1%
COc1ccc(C(=O)C(C)OC(=O)c2cccc(S(=O)(=O)Nc3cc(Cl)c(OC)cc3OC)c2)cc1 (configuration not stated)
→ -1%	-2%	1%	u	7%	2%
O=C(COC(=O)CSc1ccc2ccccc2c1)NCc1ccc2c(c1)OCO2
→ 1%	-2%	9%	u	-13%	-7%
Cc1ccc(SCC(=O)N=C2NC(=O)CS2)cc1
→ -2%	u	3%	-2%	13%	-15%
COc1ccc(S(=O)(=O)N2CCC(C(=O)N[C@@H](C)C(=O)NC3CC3)CC2)cc1
→ 1%	3%	-14%	6%	-6%	-12%
CC1CN(C(=O)CSc2nnc3c(Cl)cc(Cl)cn23)CC(C)O1 (configuration not stated)
→ 3%	x	-2%	3%	-1%	0%
CNc1nc(Nc2ccc(C(C)=O)cc2)nc(OC(C(F)(F)F)C(F)(F)F)n1
→ 4%	59%[activator]	2%	u	15%	14%
COCCOC(=O)c1c(C)oc2ccc(OC(=O)c3c(OC)cccc3OC)cc12
→ 3%	-9%	-11%	7.9µM*	u	-4%
Cc1[nH]c(=O)c(C#N)c(C)c1CCC(=O)N(C)CC(=O)Nc1ccc(Cl)c(Cl)c1
→ 9%	14%	3%	13%	18%	-2%
O=C(NCc1ccco1)C1CC2CCC1C2 (configuration not stated)
→ -3%	15%	-2%	u	x	-2%
c1cc(-c2noc(CCC3CCCC3)n2)ccn1
→ 2%	u	-8%	u	u	-7%
O=C(CCSCCc1ccccn1)Nc1cc(F)ccc1F
→ 1%	u	2%&-5%	9%	7%	-3%&2%
CCOC(=O)N1CCN(S(=O)(=O)c2ccc(C)c(C)c2)CC1
→ 2%	-15%	-10%	8%	8%	0%
CC12CCC(C(=O)N3CCCCC3)([C@H](Br)C1=O)C2(C)C (some centres not stated)
→ 11%	-10%	-6%	12%	-6%	7%
O=C(COc1ccccc1N1C(=O)C2C3C=CC(C3)C2C1=O)c1ccccc1 (configuration not stated)
→ 3%	27%	3%	7%	4%	9%
Cc1ccc(S(=O)(=O)N(C)C)cc1NC(=O)Cn1c(CN2CCOCC2)nc2ccccc2c1=O
→ 6%	-20%	0%	8%	15µM*	0%
Cc1ccc(S(=O)(=O)NC2CCCCC2)cc1
→ x	34%[activator]	0%	-26%	18%	-11%
CCc1cccc(NC(=S)Nc2cccc3ccccc23)c1
→ 7%	0%	-13%	u	u	-1%
O=C(NC(CO)Cc1ccc([N+](=O)[O-])cc1)C(Cl)Cl (configuration not stated)
→ 8%	u	3%	14%	-3%	5%
CCC(CC)C(=O)NCCc1ccc(OC)cc1
→ 3%	x	3%	-1%	15%	8%
Cc1ccc(NC(=O)NCC2CC2(Cl)Cl)cc1 (configuration not stated)
→ 1%	131%[activator]	1%	-2%	103%[activator]	0%
CC(C)[C@H](NC(=O)C1CCC(CNC(=O)[C@@H]2CCCN2C(=O)OC(C)(C)C)CC1)C(=O)O (some centres not stated)
→ 0%	-12%	0%	15%	-9%	-17%
COc1cc(NC(=O)c2ccco2)c(C(=O)O)cc1OC
→ 0%	166%[activator]	1%	4%	1%	40µM*
Cc1nc(NC(=O)CSC2=NCCS2)sc1C(=O)N(C)C
→ -7%	u	-8%	7%	u	2%
CNC(=O)NC(=O)Cn1cnc2sc(-c3ccccc3)cc2c1=O
→ 2%	68%[activator]	0%	16%	36%[activator]	-5%
COCc1c(C)cc(C)c(/C=N/O)c1C
→ 10%	-5%	-2%	-10%	x	-7%[11.4 µM]
COc1ccc(NCc2nnc(SCC(=O)Nc3nc(-c4ccccc4)cs3)n2-c2ccccc2)cc1
→ 2%	-16%	-2%	u	-7%	0%
CC(=O)c1ccc(OCCCC(=O)NCC(c2ccco2)N(C)C)cc1 (configuration not stated)
→ -1%	u	2%	-3%	-27%	-34%
CC1(C)C(=O)Nc2ccccc2N1C(=O)COc1ccc(S(=O)(=O)N2CCOCC2)cc1Cl
→ 12%	0%	0%	18%	x	2%[11.4 µM]
COc1ccc(-c2nnn(CC(=O)N(CCCO)C(C(=O)NC3CCCC3)c3ccncc3)n2)cc1 (configuration not stated)
→ 0%	23%	21%	3%	1%	7%
O=C(CN1C(=O)NC2(CCc3ccccc32)C1=O)Nc1ccccc1OC(F)F (configuration not stated)
→ x	u	-1%	3%	0%	-4%

Later entries
Results follow in this order: LmPK inhibitor	Pf growth 96h	TbPYK inhibitor	HCV inh	Pf growth 48h	Sm TGR block
O=C(OCC1COc2ccccc2O1)c1c(F)cccc1F (configuration not stated)
→ -5%	u	-15%	20%	4.1µM*	3%
CC(C)NC(=O)CN(C(=O)CCC(=O)Nc1ccccn1)c1ccc(F)c(Cl)c1
→ -1%	x	-11%	3%	13%	7%
Cc1cccc(OCC2Cn3c(nc4c3c(=O)[nH]c(=O)n4C)O2)c1 (configuration not stated)
→ -3%	13%	-1%	-14%	-3%	-15%
Cc1cc(C(=O)N2CC=C(c3ccccc3)CC2)c2ccccc2n1
→ x	-1%	4%	u	u	0%
CCOC(=O)N1CCC(=NNC(=O)Cn2ccc(C(F)(F)F)n2)CC1
→ 3%	u	1%	7%	1%	57%[activator]
O=c1[nH]c(CCl)nc2cc(-c3ccc(Cl)cc3)sc12
→ u	x	-7%	6.3µM*	-61%	-24%
COc1cccc(C(=O)Nc2cc(OC)ccc2NC(=O)c2ccco2)c1
→ -1%	u	-2%	u	-17%	4%
CCOC(=O)c1sc(NCC2CCCO2)nc1C (configuration not stated)
→ 1%	u	-11%	5%	38%[activator]	-13%
COC(=O)C1=CN(Cc2ccc(F)cc2)C=C(C(=O)OC)C1c1ccc(O)c(OC)c1
→ -3%	u	8%	-5%	-26%	-15%
CCc1ccc(NC(=O)CCc2nc3sc4c(c3c(=O)[nH]2)CCCC4)cc1
→ x	-10%	0%	1%	u	9%
CC(C)CN(CC(C)C)c1nc(N)c(C#N)c(CC#N)c1C#N
→ -1%	u	-2%	4%	u	-8%
CC(C)Cc1cc(C(=O)N2CCC(N3CCC(C(=O)N4CCCC4)CC3)CC2)n[nH]1
→ -1%	279%[activator]	4%	17%	55%[activator]	-1%

2 entries from above, reformatted:
Structure | LmPK inhibitor | Pf growth 96h | TbPYK inhibitor | HCV inh | Pf growth 48h | Sm TGR block
COC(=O)C1=CN(Cc2ccc(F)cc2)C=C(C(=O)OC)C1c1ccc(O)c(OC)c1 | -3% | u | 8% | -5% | -26% | -15%
CCc1ccc(NC(=O)CCc2nc3sc4c(c3c(=O)[nH]2)CCCC4)cc1 | x | -10% | 0% | 1% | u | 9%
